DAGLB inhibitor = diacylglycerol lipase beta (human) inhibition; Q8NCG7; HEK293T DAGLB membrane lysate, EnzChek fluorogenic substrate; inhibition, % at 5.17 µM; hit rate 0.059% among 340,000; in the data active = inhibition above about 34%;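 note: 0% = enzyme with vehicle and 100% = wells lacking enzyme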
Target sequence (Q8NCG7 whole entry, looked up): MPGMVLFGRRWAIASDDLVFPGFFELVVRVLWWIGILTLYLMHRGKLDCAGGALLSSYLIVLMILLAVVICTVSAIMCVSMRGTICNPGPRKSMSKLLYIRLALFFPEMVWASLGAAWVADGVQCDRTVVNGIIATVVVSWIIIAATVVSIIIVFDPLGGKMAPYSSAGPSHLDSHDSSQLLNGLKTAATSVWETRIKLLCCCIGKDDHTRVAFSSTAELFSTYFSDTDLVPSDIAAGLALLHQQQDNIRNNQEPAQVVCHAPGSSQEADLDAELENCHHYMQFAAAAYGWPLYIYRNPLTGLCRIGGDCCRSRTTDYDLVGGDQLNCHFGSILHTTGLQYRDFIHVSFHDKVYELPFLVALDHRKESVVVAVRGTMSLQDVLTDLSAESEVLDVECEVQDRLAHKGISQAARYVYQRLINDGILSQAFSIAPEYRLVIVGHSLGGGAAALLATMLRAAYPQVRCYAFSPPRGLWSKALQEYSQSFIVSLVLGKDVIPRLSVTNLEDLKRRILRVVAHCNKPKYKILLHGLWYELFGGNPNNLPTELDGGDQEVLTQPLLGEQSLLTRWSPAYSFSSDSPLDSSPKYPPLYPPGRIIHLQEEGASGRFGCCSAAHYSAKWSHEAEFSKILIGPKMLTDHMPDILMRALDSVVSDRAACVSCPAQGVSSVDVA
PfHsp90 set2 = inhibits growth of yeast expressing Plasmodium falciparum Hsp90; AID 504621; S. cerevisiae expressing PfHsp90, BacTiter-Glo ATP, 48 h; yeast lacking PDR1 and PDR3 efflux regulators; hit rate 0.32% among 310,000; inhibition, % at 9.4 µM;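 active = every replicate shows inhibition above about 80%, whatever the replicate mean, limit read from the data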;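 note: 0% = DMSO neutral controls and 100% = 20 µM radicicol positive controls; yeast relying on Plasmodium falciparum Hsp90 in place of its own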
PvdQ inh = blocks Pseudomonas aeruginosa PvdQ acylase activity; inhibition, % at 10 µM; purified PvdQ acylase, fluorescence plate reader; AID 488965; hit rate 0.063% among 340,000; in the data active = inhibition above about 30%, passing the limit was not always enough;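 note: 0% = vehicle neutral wells and 100% = reference inhibitor wells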
Wnt bcat act = Wnt/beta-catenin pathway activation; Wnt/beta-catenin reporter cell assay, activator, plate reader; activation, % at 9.35 µM; hit rate 1.2% among 300,000; in the data active = activation above about 30%, passing the limit was not always enough;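 note: 0% = neutral control wells and 100% = positive control wells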
phage Ecoli inh = E. coli growth loss with phage present | AID 651602 | hit rate 0.26% among 360,000 | growth absorbance | inhibition, % at 11.9 µM; in the data active = inhibition above about 11%
Rtt109 HAT inh = C. albicans Rtt109 histone acetyltransferase inhibition; Q5AAJ8; purified Rtt109/Vps75, ThioGlo CoA-SH fluorescence, 4 h; inhibition, % at 34.9 µM; hit rate 0.16% among 330,000;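 active = inhibition of at least 50% in every replicate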
AddAB inh = less growth of phage-infected E. coli with AddAB | E. coli expressing H. pylori AddAB, absorbance growth | inhibition, % at 11.9 µM | hit rate 0.29% among 330,000 | AID 435030; in the data active = inhibition above about 12%;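 note: 0% = vehicle wells of infected cells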
Ecoli viability = counter-screen for AddAB inhibitors: E. coli growth inhibition | E. coli V3065 growth, OD600 absorbance, 18 h | hit rate 0.27% among 330,000 | inhibition, % at 11.9 µM;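 active = inhibition above the campaign's mean inhibition across all tested compounds plus 3 SD, cut at about 9.9% in these data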;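 note: uninfected addAB+ strain grown without phage in ampicillin broth; 0% = DMSO wells and 100% = ciprofloxacin 0.95 µg/ml wells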
Tat transport = E. coli Tat transport inhibition. inhibition, % at 10 µM. hit rate 0.036% among 340,000. E. coli MC4100 TorA-mCherry Tat export, fluorescence. AID 488895;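 active = mean replicate inhibition at least 50% and at least half of replicates individually reaching 50%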;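 note: exported cargo escapes ClpAP degradation while cytoplasmic cargo is degraded and loses fluorescence; 0% = median of neutral control wells and 100% = median of NaSCN control wells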
CAL PDZ inh = inhibitors of human CAL PDZ peptide binding | Q9HD26 | purified CAL PDZ, TMR-peptide fluorescence polarization, 1 h | inhibition, % at 20 µM | hit rate 0.02% among 330,000 | AID 504414;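 active = highest replicate inhibition of at least 40%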;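 note: plate controls were DMSO neutral control wells for no effect and unlabeled competitor peptide control wells for full effect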
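Control set: unlabelled peptide and DMSO controls / Material: purified CerCALP PDZ construct / Timing: 1 h incubation at room temperature before polarization reading / Doses: 20 µM, one dose / Detection: fluorescence polarization (mP)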
* = called active by the depositor; · = not tested or not shown. Random draw from the library; overall some 1.9% were active at least once.

Each structure is followed by: DAGLB inhibitor	PfHsp90 set2	PvdQ inh	Wnt bcat act	phage Ecoli inh	Rtt109 HAT inh	AddAB inh	Ecoli viability	Tat transport	CAL PDZ inh
> COC(=O)c1nc2n(n1)C(c1ccccc1OC)C1=C(CCCC1=O)N2 (stereo unspecified)
→ 3	7	0	·	1.9	3	2.5	3.2	1	-0.8
> C/C(CC(C)C)=N/Nc1ccc([N+](=O)[O-])cc1[N+](=O)[O-]
→ -2	-15	7	0	3.7	-8	-0.2	-0.9	-4	-0.1
> Cc1c(CN2CCC(CO)(CC3CCCCO3)CC2)cnn1C (stereo unspecified)
→ 1	-5	-13	-13	6.9	-19	0.8	-1.5	-5	-0.5
> CN(C)c1ccnc(-n2cccc2/C=N/OCc2cccc(F)c2)c1C#N
→ -1	·	-9	·	1.4	4	3.9	0.2	-3	-1.1
> COC(=O)c1ccccc1S(=O)(=O)N1CCC(C(=O)NC2CCCCC2)CC1
→ 0	8	-13	1	0.1	-6	1.6	-0.9	3	-1.3
> O=C(Nc1ccon1)c1cccc(S(=O)(=O)N2CCCCC2)c1
→ 0	-17	-5	-1	2.7	-4	1.5	0.1	-5	-3.0
> CS(=O)(=O)c1ccc2nc(NC(=O)CN3CCN(Cc4ccccc4)CC3)sc2c1
→ 0	·	-9	·	3.0	-4	0.9	-0.6	-2	1.5
> O=C(NC1CCCCC1)c1ccc(N2CCOCC2)c([N+](=O)[O-])c1
→ 4	-17	-2	0	-2.5	-4	-0.2	1.2	2	-0.5
> Cn1ncc(Cl)c1C(=O)N1CCOCC1
→ -2	-13	-3	·	5.4	-2	7.1	3.3	-5	-2.7
> O=C(COc1ccc(-c2nnco2)cc1)NC1CCS(=O)(=O)C1 (stereo unspecified)
→ -1	·	-17	-1	-0.8	-3	0.8	2.1	0	-0.1

The list goes on.
Each structure is followed by: DAGLB inhibitor	PfHsp90 set2	PvdQ inh	Wnt bcat act	phage Ecoli inh	Rtt109 HAT inh	AddAB inh	Ecoli viability	Tat transport	CAL PDZ inh
> CC1(C)CCSC(/C=C/c2ccccc2)=N1
→ -2	6	-16	2	-0.1	1	·	·	-9	·
> COc1ccc(C2C(C#N)=C(N)Oc3cc(O)ccc32)cc1 (stereo unspecified)
→ 2	17	11	3	0.1	-7	·	·	1	-0.1
> COc1ccc2cc(C(=O)C3CCCN(C(=O)c4cc(=O)n(C)c(=O)n4C)C3)ccc2c1 (stereo unspecified)
→ -2	8	-12	0	1.2	12	2.6	3.4	2	-0.4
> CCc1nn(CC(=O)NCCCN2CCc3ccccc3C2)c(=O)c2cc3sccc3n12
→ -1	-7	-9	-7	-0.8	6	4.3	-3.1	6	-1.6
> O=C(CCn1c(=O)oc2ccccc21)NCCCN1CCCC1=O
→ 1	13	1	5	4.9	-2	-1.3	1.2	-4	0.0
> CC(C)CSC1=NSC2=NC(=O)/C(=C\c3coc4ccccc4c3=O)C(=N)N12
→ -121	0	-10	9	3.7	3	0.5	-3.2	0	-1.7
> CN(C)S(=O)(=O)c1ccc(Cl)c(NC(=O)COC(=O)/C=C/c2cnc3ccccc3n2)c1
→ -1	2	-19	4	-2.5	-4	5.2	1.1	4	-3.0
> CCN(CC)CC#CCC(O)(c1ccccc1)C1CCCC1 (stereo unspecified)
→ -5	-2	3	-1	0.9	10	-0.7	-0.4	14	-2.2
> Cc1cccc(C)c1NC(=O)COC(=O)CCc1c[nH]c2ccccc12
→ -2	-4	-6	6	0.9	5	-0.8	0.3	2	-0.8
> C/C(NCC(C)(C)CN(C)C)=C(/C#N)C(=O)NCc1ccccc1
→ -1	·	-15	·	1.1	-2	-1.4	-1.4	0	-0.1

Carrying on:
Each structure is followed by: DAGLB inhibitor	PfHsp90 set2	PvdQ inh	Wnt bcat act	phage Ecoli inh	Rtt109 HAT inh	AddAB inh	Ecoli viability	Tat transport	CAL PDZ inh
> CCOC(=O)c1ccc(Oc2coc3cc(O)ccc3c2=O)cc1
→ -7	-4	-8	1	0.0	14	2.6	1.4	-4	-4.8
> COc1ccc2c(CC(=O)OCC(=O)c3ccccc3OC)coc2c1
→ -13	·	0	0	2.5	-1	1.4	2.6	6	-0.9
> O=C(COc1ccccc1)Nc1cccc(-c2nc3ccccc3[nH]2)c1
→ -1	-1	8	·	0.9	8	5.0	1.2	2	-5.8
> CCCCOc1ccc(C(=O)Oc2cccnc2)cc1
→ -8	6	-13	3	-0.4	-6	-0.8	-1.7	2	-0.6
> CN(C)/C=C/C(=O)c1ccc(N2CCN(c3ncc(C(F)(F)F)cc3Cl)CC2)cc1
→ 5	109*	-6	·	1.8	0	2.7	0.3	-3	-0.1
> CCOC(=O)N1CCN(S(=O)(=O)c2ccc(C)cc2)C1c1ccccc1 (stereo unspecified)
→ -1	-14	-12	·	-0.5	8	1.9	-0.2	2	-4.2
> O=C(O)c1cc(S(=O)(=O)N2CCN(C(=O)c3ccco3)CC2)c(Cl)cc1Cl
→ 5	2	-6	7	1.8	0	2.7	0.6	8	-1.3
> Cc1ccc(S(=O)(=O)Nc2cc(C)nn2-c2ccccc2)cc1
→ 1	·	6	0	0.0	15	1.6	-1.6	-5	-0.1
> O=C(O)c1cc(S(=O)(=O)N2CCOCC2)ccc1N1CCOCC1
→ -2	8	-1	·	1.1	-8	1.6	0.1	4	-1.4
> CCNC(=O)CN1C(=O)NC2(CCOc3ccccc32)C1=O (stereo unspecified)
→ 0	-17	-14	1	0.7	3	1.2	-2.7	-2	-1.8

(more compounds)
Each structure is followed by: DAGLB inhibitor	PfHsp90 set2	PvdQ inh	Wnt bcat act	phage Ecoli inh	Rtt109 HAT inh	AddAB inh	Ecoli viability	Tat transport	CAL PDZ inh
> O=C(O/N=C(\c1ccccc1)c1ccncc1)c1ccccc1F
→ -7	6	-16	-1	3.5	-7	0.0	0.6	-3	-2.1
> CSc1nc(-c2ccccc2)nn1C(=O)c1ccc(C)cc1
→ -1	3	-12	·	-2.3	-9	-0.8	-3.5	-5	-1.6
> Cc1cc(Cl)ccc1Oc1ccccc1C(=O)CC#N
→ 29	8	5	-2	4.9	16	4.2	-2.1	-2	-3.3
> Cc1cccc2cc(C#N)c(NCCNC(=S)NCCCN3CCOCC3)nc12
→ -2	15	1	-13	2.0	-9	1.8	-2.1	2	-2.8
> COc1cccc(NS(=O)(=O)c2csc(C(N)=O)c2)c1
→ 1	-2	-2	-1	1.2	1	-0.3	-1.9	-1	-0.6
> Cc1ccccc1NC(=O)COC(=O)CCc1c[nH]c2ccccc12
→ -5	-6	2	-1	3.2	5	-0.1	1.4	-6	-0.6
> O=c1c(-c2ccco2)[n+]([O-])c2ccccc2n1OCc1ccccc1F
→ -1	12	-11	-1	3.9	-7	-0.5	-1.3	-1	-0.8
> CN(C(=O)c1cccc(NC(=O)Cc2cccc(NC(=O)C3CCN(C(=O)C4CC4)CC3)c2)c1)C1CC1
→ -3	-17	-8	1	0.4	2	·	·	0	-0.3
> Cc1ccccc1C(=O)NNC(=O)/C=C\C(=O)O
→ 0	1	-2	2	3.4	4	-0.3	1.0	-3	-1.9
> Clc1ccccc1Cc1noc(CN2CCN(Cc3ccccn3)CC2)n1
→ -3	3	-15	-4	2.8	1	0.3	-0.2	2	-2.6

The listing continues:
Each structure is followed by: DAGLB inhibitor	PfHsp90 set2	PvdQ inh	Wnt bcat act	phage Ecoli inh	Rtt109 HAT inh	AddAB inh	Ecoli viability	Tat transport	CAL PDZ inh
> CCOC(=O)C1(CCOc2ccccc2)CCN(Cc2cc(OC)c(O)cc2Cl)CC1
→ -3	-3	-7	-2	0.6	7	3.3	-1.4	-4	-0.8
> OC(COc1ccc(OCC(O)CN2CCCCC2)cc1)CN1CCCCC1 (stereo unspecified)
→ 0	-16	11	0	1.8	6	3.3	0.2	-1	-0.4
> CCN1CCN(c2cc(C)c3cc(NC(=O)Cc4ccc(OC)c(OC)c4)ccc3n2)CC1
→ -2	37	-7	-5	1.3	15	-3.4	-2.1	-12	0.0
> O=c1/c(=C/c2cccc3ccccc23)sc2ncnn12
→ -2	·	3	2	2.8	14	2.1	1.5	-5	-1.5
> OC(CNCC1(N2CCCCC2)CCCCC1)COc1ccc(Cl)cc1Cl (stereo unspecified)
→ 0	-18	5	-1	0.9	10	-0.3	-2.1	2	-0.7
> CN(C)S(=O)(=O)N1CCC(CO)(CCc2ccccc2)CC1
→ 0	23	-8	0	2.1	-5	-1.2	-0.5	-5	-5.7
> CN(C)S(=O)(=O)c1cccc(NC(=O)CN2C(=O)NC(Cc3ccccc3)C2=O)c1 (stereo unspecified)
→ -2	15	-14	-3	5.2	2	0.1	-1.2	-1	-1.3
> COc1cc(C(=O)NNC(=O)CCOc2ccccc2)cc(OC)c1OC
→ 0	-8	0	1	3.0	-4	0.9	0.6	-1	-1.3
> O=C(/C=C/c1ccc(F)cc1)N1CCN(S(=O)(=O)/C=C/c2ccccc2)CC1
→ -1	14	13	-1	4.2	0	0.7	-1.2	-4	-0.2
> Cc1noc(C)c1/C=N/Nc1ccc2ccccc2n1
→ 2	10	-6	11	2.3	3	1.8	1.9	-15	-1.1

Source: PubChem
